Assay outcomes from PubChem BioAssay.
KB-V1 cytotox: KB-V1 MDR subline cytotoxicity. AID 1347076. Potency, µM (top dose mostly 46.1 µM), for the others: top-dose activity change, negative = cytotoxicity, usual class: cytotoxic. hit rate 3.4% among 400,000. KB-V1 MDR cells viability, CellTiter-Glo, 72 h; further: potency means the concentration at half of the fitted maximal effect; on the % scale 0 is the no-effect control and ±100 the full control effect; nearly all actives have a fitted effect of over 60% in size
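Drug-selected KB-V1 cells, grown in DMEM lacking phenol red with 10% FBS, receive compound titrations; after three days at 37 degrees C, surviving cell ATP is quantified by CellTiter-Glo luminescence and responses normalized and curve-fitted.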
HT1080 IDH1KD tx: HT-1080 IDH1 knockdown cell toxicity (counter line); HT-1080 IDH1 knockdown viability, ATP luminescence, 48 h; Potency, µM (highest dose often 46.1 µM), without a hit: at the top dose activity, negative = toxicity, hits mostly cytotoxic; hit rate 2% among 360,000;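 further: potency means the concentration at half of the fitted maximal effect; 0% = DMSO wells and -100% = cell-free medium wells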
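IDH1KD HT-1080 cells, 750/well, RPMI + 5% FBS; compound pinned after 2 h settling; 48 h, 37 °C; CellTiter-Glo luminescence; % activity normalised to DMSO and no-cell wells; curves fitted, classed by r2 and efficacy.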
SW480 rereplic: DNA re-replication induction in SW480 cells | SW480 DNA re-replication, Hoechst DNA content imaging, 48 h | Potency, µM (doses to about 46.1 µM), for the others: at the highest dose re-replication activation, usual class: activators | hit rate 1.8% among 340,000; further: potency means the concentration at half of the fitted maximal effect; % of control where 0% means no effect; nearly all actives have a fitted effect of over 55% in size
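Image-based DNA-content assay: after two days of treatment, nuclei were labelled with the DNA dye Hoechst and imaged, and hits were compounds raising the count of nuclei showing high fluorescence intensity.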
S2 tox: cell viability loss in ATXN counter-screen; S2 cells (HEK-293 line with an ATXN2-luciferase reporter) viability, CellTiter-Fluor protease fluorescence, 24 h; Potency, µM (doses to about 56.7 µM), most hits filed as cytotoxic; hit rate 0.49% among 400,000; further: potency means the concentration at half of the fitted maximal effect; nearly all actives have a fitted effect of over 40% in size
IL1B secr inh: blocks inflammasome-driven IL-1 beta release; AID 743279; THP-1 LPS/ATP IL-1B secretion, AlphaLISA, 16 h; active compounds read low; activity change, % at 57.5 µM; hit rate 4.7% among 360,000; in the data active means activity change below about -50%; inconclusive means mostly about -30% to -49%; further: on the % scale 0 is the no-effect control and ±100 the full control effect
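Secreted IL-1B measured by AlphaLISA bead assay after 16 h compound exposure of THP-1 cells; compounds (final up to 57.5 uM) added 1 h before LPS (250 ng/mL) and ATP (1.25 mM) stimulation; lower signal means less secretion.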
KB-3-1 tox: KB-3-1 parental cell cytotoxicity; Potency, µM (highest dose often 46.1 µM), for inactives: at the top dose activity change, negative = cytotoxic, most hits filed as cytotoxic; AID 1347075; KB-3-1 viability, CellTiter-Glo ATP luminescence, 72 h; hit rate 1.4% among 400,000; further: potency means the concentration at half of the fitted maximal effect; on the % scale 0 is the no-effect control and ±100 the full control effect; nearly all actives have a fitted effect of over 60% in size
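Screening of KB-3-1 cells (DMEM, 10% FBS, phenol-red free) ran from lowest to highest compound concentration; after 72 h at 37 °C viability was read luminescently and curves fitted.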
ATXN2 expr inh: reduces ATXN2 reporter expression in HEK-293 cells; HEK-293 ATXN2-luciferase reporter, luminescence, 24 h; Potency, µM (doses to about 57 µM), for inactives: top-dose activity change, negative = inhibition, most hits filed as inhibitors; hit rate 0.72% among 360,000; AID 1745845; further: potency means the concentration at half of the fitted maximal effect; on the % scale 0 is the no-effect control and ±100 the full control effect; nearly all actives have a fitted effect of over 55% in size
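qHTS (up to 57 uM final) was run with 24 h compound exposure of reporter cells at 37 °C. Each well was multiplexed: SteadyGlo luminescence measured ATXN2-luciferase expression after a fluorogenic Gly-Phe-AFC viability readout (25 uM final).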
HT1080NT lethal: kills 2HG-producing HT-1080-NT fibrosarcoma cells | HT-1080-NT fibrosarcoma viability, CellTiter-Glo ATP luminescence, 48 h | Potency, µM (top dose mostly 46.1 µM), for the others: at the highest dose activity, negative = less viability, actives largely listed as cytotoxic | hit rate 1.6% among 360,000 | AID 686970;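 further: NT is the 2HG producing partner of a matched IDH1 knockdown line; potency means the concentration at half of the fitted maximal effect; 0% = DMSO-treated cells and -100% = media-only wells without cells; nearly all actives have a fitted effect of over 55% in size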
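Luminescent CellTiter-Glo readout after 48 hours of compound exposure at 37 degrees C defined viability of HT-1080-NT cells. Activity was normalized to DMSO wells and cell-free media wells; concentration-response curves were fitted and assigned curve classes.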
MCF10A rerep: induces DNA re-replication in MCF 10a normal breast cells; MCF 10A DNA re-replication, Hoechst nuclear intensity, 48 h; Potency, µM (titrated, usually from 46.1 µM), for the others: top-dose activity, positive = re-replication, most hits filed as activators; hit rate 2.9% among 350,000; AID 624296; further: potency means the concentration at half of the fitted maximal effect; % of control where 0% means no effect; nearly all actives have a fitted effect of over 50% in size
Active calls of the source: *; i = inactive; ? = inconclusive; · = not tested or not shown; [ ] = remark or other dose. Unless noted, the call rests on the fitted dose curve; in most records, active means well fitted curve in the direction sought with a large enough effect; inconclusive means small, poorly fitted or top-dose-only effect, or another doubt; inactive means no such curve, though single readings can be large; an effect the other way counts as inactive or inconclusive.

Each structure is followed by: KB-V1 cytotox, HT1080 IDH1KD tx, SW480 rereplic, S2 tox, IL1B secr inh, KB-3-1 tox, ATXN2 expr inh, HT1080NT lethal, MCF10A rerep
COc1cc(/C=N/Nc2cc(C)nc(NS(=O)(=O)c3ccc(C)cc3)n2)ccc1O
→ -2%, ?, 28%, i, -24, -2%, -6%, -29%, ?
Cc1nn(C)c(C)c1S(=O)(=O)N1CCC(C(=O)NC2CCCCCC2)CC1
→ 11%, -2%, -2%, i, 19, 13%, 1%, 0%, 22%
COc1ccccc1C(=O)N1CCC(c2c[nH]c3ccccc23)(c2c[nH]c3ccccc23)CC1
→ -15%, ·, ·, i, ·, -12%, -9%, ·, ·
O=C(NC(Cc1c[nH]c2ccccc12)c1nnc2n1CCCCC2)c1ccc(Cl)cc1 (stereo not drawn)
→ 13%, -2%, -2%, i, -7, ?, -4%, 4%, 14%
CCOc1ccc(/C(O)=C2/C(=O)C(=O)N(CCN(C)C)C2c2ccccc2)cc1Cl (stereo not drawn)
→ ?, 8%, 17%, i, -5, -4%, -5%, 11%, -4%
Cc1ccc(S(=O)(=O)Cn2nnnc2C(C(C)C)N2CCc3ccccc3C2)cc1 (stereo not drawn)
→ -16%, 6%, 2%, i, 7, -11%, 2%, -3%, -3%
CCOc1ccc(N(CC(=O)NCc2ccco2)C(=O)CCC(=O)Nc2ccccn2)cc1
→ 0%, 0%, 1%, i, -10, 0%, 2%, 5%, 8%
CCOC(=O)C1=C(CC)Nc2ccccc2N=C1NC(=O)Cn1cnc2ccccc2c1=O
→ -15%, 7%, 18%, i, 23, -1%, 6%, 2%, 7%
O=[N+]([O-])c1ccc(S(=O)(=O)Nc2ccc3c(c2)OCCO3)cc1
→ -1%, -4%, 0%, i, 13, ?, ·, -10%, 1%
CCOc1ccccc1CNc1ncnc2ccc(-c3c(C)noc3C)cc12
→ -15%, ·, -2%, i, ·, ?, 2%, ·, ?
Cc1ccc(C)n1-n1c(C)nc2sc3c(c2c1=O)CCCCC3
→ -24%, -2%, 2%, i, 6, -21%, -1%, -1%, ?
CC(=O)OCCn1c(=O)c2cc3c(=O)n(CCOC(C)=O)c(=O)c3cc2c1=O
→ 4%, 24%, -22%, i, 11, -6%, 0%, ?, 12%
CSc1ccc(S(=O)(=O)N2CCC(C(=O)N3CCc4ccccc4C3)CC2)cc1
→ ?, -15%, 1%, i, -64*, -5%, -11%, -3%, 22%
Cc1nc2c(nc1C)C(=O)c1ccccc1C2=O
→ 9.2µM*, 18µM*, 13µM*, ?, -28, 16µM*, ?, ?, 5.8µM*
Cc1nn(Cc2ccccc2)c(N)c1-c1ccccc1
→ 0%, -6%, -1%, i, 4, -9%, -5%, -7%, 0%
O=C(NCCNC(=O)c1ccc(Cl)cc1Cl)c1ccc(Cl)cc1Cl
→ -15%, 15%, ·, i, 40, 23%, 10%, 3%, ·
CCOC(=O)c1c(NC(=O)CCc2ccc(CC)o2)sc(C)c1C
→ ?, 5%, -8%, i, -12, -3%, -10%, 0%, 19%
N#Cc1ccsc1NC(=O)COC(=O)C1=NNC(=O)CC1
→ 9%, -5%, -23%, i, 41, 14%, 35%, -5%, 1%
O=C(CCNS(=O)(=O)c1cccc2nsnc12)NCc1ccco1
→ -22%, 21%, -2%, i, -2, -1%, -13%[11.3 µM], 10%, 2%
Cc1cccc(NC(=O)c2cc(-c3cccnc3)nc3c(C)cccc23)n1
→ ?, ?, 2%, ?, i, 2%, -29%, ?, 16µM*
[O-][n+]1nc2ccccc2c2ccccc21
→ 0%, -7%, 7%, i, -19, 0%, -8%, 0%, 4%
Cc1cccc(OCC(=O)Nc2ccc(C(=O)NCC(C)C)cc2)c1
→ ?, -30%, -12%, i, 30, -7%, -13%, -18%, 11%
CCOc1cc(S(=O)(=O)NCc2ccccc2)ccc1Br
→ 4%, -12%, 7%, i, -2, -1%, 4%, 13%, 7%
O=C(C1CCCN(S(=O)(=O)c2ccc(Br)cc2)C1)N1CCOCC1 (stereo not drawn)
→ ?, 1%, -5%, i, i, -6%, 3%, -1%, -6%
CCCCC/C=C/C1=CC(=O)C[C@H](c2ccc(OC)c(OC)c2)C1
→ 4%, -2%, -4%, ?, -22, -4%, 22µM*, -4%, ?
O=C(CN1CCN(S(=O)(=O)N2CCCCCC2)CC1)Nc1cc(Cl)ccc1Cl
→ 3%, 9%, -12%, i, 37, 10%, -11%, 13%, 5%
COC(=O)c1scc(-c2ccc(C)cc2)c1S(=O)(=O)Nc1cc(C)c(Cl)cc1OC
→ -16%, ·, ·, i, ·, -15%, -7%, ·, ·
COc1cc(C(=O)NNC(=O)CCOc2cccc(Br)c2)cc(OC)c1OC
→ -4%, 3%, -2%, i, -3, 15%, -23%, 3%, -3%
O=C(CSc1nc2ccccc2[nH]1)Nc1c(F)c(F)c(F)c(F)c1F
→ 18%, -20%, -10%, i, -14, 0%, -20%, ?, 29%
OCCN1CCOCCOCCN(CCO)CCN(CCO)CC1
→ 13%, 4%, -3%, i, 25, -1%, -6%, 14%, -2%
c1ccc(CN2CCN(c3nc4ccccc4s3)CC2)cc1
→ -21%, 2%, 12%, i, -15, -1%, 63%[activator], 7%, 0%
ONC(=NCc1ccccc1)c1ccccc1
→ ?, 0%, -5%, i, 10, 2%, -5%, 8%, -1%
CCOCCCn1cnc2c([nH]c3cc(OC)ccc32)c1=O
→ 7%, 26%, 1%, i, 25, ?, 41%[activator], 4%, 5%
CCCS(=O)(=O)N1CCN(Cc2ccccc2[N+](=O)[O-])CC1
→ 7%, 17%, -12%, i, 22, 21%, -4%, 21%, 6%
COc1ccc(-c2ccc(NS(=O)(=O)c3ccc(F)c(C(F)(F)F)c3)cc2)nn1
→ 1%, ·, ·, i, ·, -1%, -11%, ·, ·
O=C(N/N=C/c1ccccc1OC(=O)c1ccc2c(c1)OCO2)c1ccccc1
→ 0%, -19%, ?, ?, 0, 0%, -15%, -2%, 21µM*
CC(c1ccccc1)n1cc(C(=O)NCCN2CCOCC2)nn1 (stereo not drawn)
→ 12%, 13%, 0%, i, 11, 0%, -2%, 13%, 0%
CC1(C)Cc2c(c(N3CCOCC3)nc3sc4c(=O)[nH]cnc4c23)CS1
→ ?, 6%, -2%, i, 24, 6%, -6%, -3%, -3%
Cc1ccc(CN(C)S(=O)(=O)c2c(C)noc2/C=C/N(C)C)cc1
→ 19%, -19%, -1%, i, 4, 25%, -21%, ?, ?
CN(NC(=O)C(=O)NCc1ccco1)C(=O)Nc1ccc(Cl)cc1
→ 2%, ?, ·, i, -2, 0%, 42%[activator], 24%, ·
O=C(N/C(=C/c1cccnc1)C(=O)N1CCCCCC1)c1cccc(Br)c1
→ ?, 5%, 1%, i, -14, 19%, 5%, 10%, 8%
Cc1ccccc1NC(=S)N1CCN(C(=O)c2ccco2)CC1
→ 0%, 16%, -10%, i, -28, 0%, -1%, 23%, -4%
C/C(CC(=O)Nc1ccc([N+](=O)[O-])cc1)=N\NC(=O)c1ccccc1[N+](=O)[O-]
→ 3%, 10%, -3%, ?, 17, ?, 8%, 3%, -2%
COC(=O)C1=C(Nc2ccc(C)cc2)C=C(C)C(C(=O)OC)C1c1cccc(OC)c1 (stereo not drawn)
→ -4%, ?, 23µM*, ?, 11, ?, -17%, ?, ?
O=C(O)CC/C(=N\NC(=O)c1ccccc1Br)c1ccccc1
→ 23%, 11%, -4%, i, 0, 1%, 4%, 13%, 0%
C/C=C/c1ccc(OCC(=O)N2CCc3cc(OC)c(OC)cc3C2)c(OC)c1
→ -24%, 0%, -24%, i, ?, 3%, -5%, -8%, ?
CCC(CO)Oc1cc(NC(=O)c2cccc(F)c2)c2ncn(C(C)C)c2c1 (stereo not drawn)
→ -5%, -2%, -12%, ?, -5, 0%, -13%, 10%, -21%
COc1ccccc1N1CSC2=C(C#N)C(c3ccc(SC)cc3)CC(=O)N2C1 (stereo not drawn)
→ ?, 0%, -1%, i, 6, 26%, 0%, 0%, -3%
Cc1cc(C=O)c(C)n1-c1ccc2c(c1)OCO2
→ 16%, -8%, -1%, i, -17, 0%, ·, -10%, 1%
C(=N\N=C\c1ccccn1)/c1ccccn1
→ 6%, 19%, -10%, i, -3, 6%, -7%, 29%, 3%
CCOC(=O)c1cnc(COc2ccc(OC)cc2)[nH]c1=O
→ 24%, 22%, -3%, i, 1, 3%, -26%, 16%, -2%
Clc1cccc(CNCCCSc2ncccn2)c1
→ -14%, 2%, 2%, i, -16, -4%, 6%, -2%, -12%
CC12CCC(C3NC(=S)NN=C31)C2(C)C (stereo not drawn)
→ 17%, 8%, -3%, i, 7, 1%, 0%, 9%, 3%
O=C(Nc1cccc(N=Cc2cc(Cl)cc(Br)c2O)c1)c1ccco1
→ ?, -4%, 2%, i, 25, 4%, 0%, 2%, ?
CC(C)c1csc(CN2CCN(CCc3ccccc3)C(CCO)C2)n1 (stereo not drawn)
→ -5%, -2%, 0%, i, 12, -6%, ·, 3%, 0%
O=C(Nc1cccc2ncccc12)c1cccc(F)c1
→ 11%, -5%, -13%, i, 13, 2%, 3%, 0%, -7%
CCC(C)(C)NC(=O)C(OC(=O)c1ccco1)c1ccc(OC)cc1 (stereo not drawn)
→ 12%, -1%, -6%, i, 15, 4%, -5%, 1%, 30%

Whole records, looked up by structure. Order of screens: KB-V1 cytotox | HT1080 IDH1KD tx | SW480 rereplic | S2 tox | IL1B secr inh | KB-3-1 tox | ATXN2 expr inh | HT1080NT lethal | MCF10A rerep
C/C=C/c1ccc(OCC(=O)N2CCc3cc(OC)c(OC)cc3C2)c(OC)c1 reads -24% | 0% | -24% | i | ? | 3% | -5% | -8% | ?
O=C(Nc1cccc2ncccc12)c1cccc(F)c1 reads 11% | -5% | -13% | i | 13 | 2% | 3% | 0% | -7%
CCC(C)(C)NC(=O)C(OC(=O)c1ccco1)c1ccc(OC)cc1 (stereo not drawn) reads 12% | -1% | -6% | i | 15 | 4% | -5% | 1% | 30%
COc1ccccc1N1CSC2=C(C#N)C(c3ccc(SC)cc3)CC(=O)N2C1 (stereo not drawn) reads ? | 0% | -1% | i | 6 | 26% | 0% | 0% | -3%
